Screening data from PubChem BioAssay.
MrgX1 agonist = activates human MrgX1 receptor signaling. Q96LB2. MrgX1-HEK293 cells, Fluo-4 calcium fluorescence, agonist mode; stronger effect = higher value. B-score at 10 µM. 0.44% of 310,000 active. AID 588627;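 active = calcium response B-score plate-corrected fluorescence ratio at least 3 library SD, with starting fluorescence B-score inside 5 SD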
Target sequence (Q96LB2 whole entry, looked up): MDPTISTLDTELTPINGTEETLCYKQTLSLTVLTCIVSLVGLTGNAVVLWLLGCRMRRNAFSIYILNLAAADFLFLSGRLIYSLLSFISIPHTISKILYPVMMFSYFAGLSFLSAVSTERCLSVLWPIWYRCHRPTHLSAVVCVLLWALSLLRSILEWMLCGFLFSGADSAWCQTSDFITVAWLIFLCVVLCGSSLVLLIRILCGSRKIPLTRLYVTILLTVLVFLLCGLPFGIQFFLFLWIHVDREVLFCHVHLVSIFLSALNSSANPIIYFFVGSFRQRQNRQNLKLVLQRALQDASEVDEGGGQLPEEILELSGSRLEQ
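Material – MrgX1-expressing HEK293 cells · Input – 15,000 cells seeded per well · Dosing – compound as first of three additions · Times – overnight seeding, then 1 h dark dye loading · Measured by – kinetic Fluo-4 NW fluorescence of intracellular calcium · Read-out – B-scored fluorescence response ratio · Benchmarks – positive and negative control wells on each plate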
Platelet DG rel = platelet dense granule release activity. human platelet-rich plasma, SFLLRN dense granule ATP release, luminescence. inhibition, %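 (compounds screened at 7.5 µM in platelet-rich plasma)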. 0.22% of 300,000 active. AID 1663;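 active = mean replicate score, as percent of positive control, at or above 50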
TRPC6 activator = activates the mouse TRPC6 cation channel; Q61143; HEK293-TRPC6 membrane potential dye fluorescence; stronger effect = higher value; B-score at 10 µM; 0.13% of 310,000 active; AID 2550;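 active = B-score of the integrated fluorescence ratio above library mean plus 3 SD, and starting fluorescence ratio within library mean plus 5 SD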;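 also: higher score means more depolarization so channel activation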
MrgX1 PAM = human MrgX1 positive allosteric modulation, primary screen; Q96LB2; AID 588675; 0.63% of 310,000 active; MrgX1-HEK293, Fluo-4 calcium flux, FDSS; stronger effect = higher value; B-score at 10 µM;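 active = plate-corrected calcium response at least 3 library SD above typical, normal starting fluorescence, not activating the receptor alone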;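 also: compound read alongside a low EC10 to EC30 dose of BAM8-22 agonist; peak minus trough fluorescence over baseline measured at the second addition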
TRPC4 inh = blocks the mouse TRPC4 cation channel | B-score at 10 µM | AID 2247 | 0.39% of 300,000 active | HEK293 TRPC4beta/mu-opioid, DAMGO-evoked Fluo4 calcium flux; stronger effect = lower value;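 active = B-score over 3 SD under the library average, no early fluorescence shift, positive overall ratio signal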
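Material: HEK293 cells with stable TRPC4beta plus mu-opioid receptor expression / Probe or stimulus: DAMGO in two steps, submaximal then maximal / Compound: single concentration per test compound / Technique: kinetic Fluo4 fluorescence imaging of calcium influx / Read-out: per-well B score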
MrgX1 antagonist = antagonists of human MrgX1 receptor; MRGX1-HEK293 calcium flux, Fluo-4, BAM8-22 antagonism; stronger effect = lower value; 1.3% of 310,000 active; B-score at 10 µM; AID 588676;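 active = calcium-response B-score plate-corrected more than 3 library SD below zero, starting fluorescence within 5 deviations, no agonist response on first addition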;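 also: peak minus trough fluorescence over baseline after final BAM8-22 challenge near maximal dose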
RGS4 inh = inhibitors of human RGS4 | 0.45% of 310,000 active | P49798 | B-score at 10 µM | HEK293 M3R/RGS4 inducible, Fluo-4 calcium flux; stronger effect = higher value; triggered by carbachol at its EC20;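 active = B-score, a plate-corrected calcium signal, over three deviations above library mean, with baseline fluorescence within five deviations of library mean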;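 also: RGS4 expression induced by doxycycline in cells with stable M3 receptor; B-score is computed from the integrated fluorescence ratio over baseline after carbachol; higher B-score means a larger calcium signal and so more RGS4 inhibition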
Target sequence (P49798 whole entry, looked up): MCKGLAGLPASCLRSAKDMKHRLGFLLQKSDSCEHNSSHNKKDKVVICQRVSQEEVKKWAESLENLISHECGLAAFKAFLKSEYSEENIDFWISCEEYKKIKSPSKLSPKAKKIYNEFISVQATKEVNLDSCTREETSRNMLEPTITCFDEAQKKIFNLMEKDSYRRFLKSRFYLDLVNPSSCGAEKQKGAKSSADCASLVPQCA
RGS4 pot = RGS4 potentiation or activation. HEK293 M3R/inducible RGS4, carbachol calcium flux Fluo4; stronger effect = lower value. B-score at 10 µM. 0.92% of 310,000 active;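 active = B-score of the integrated calcium signal more than 4 SD below the library mean, with starting fluorescence not abnormally high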;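 also: negative B-score means reduced calcium response which marks RGS4 activation or potentiation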
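Also added: carbachol at ECmax as muscarinic agonist stimulus; Assay system: HEK293 cells with stable M3R and inducible RGS4; Timing: overnight RGS4 induction, 30 min dye load 37 °C, 20 min compound RT; Measured by: Fluo4-AM (2 µM) calcium-flux fluorescence, kinetic read.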
SKKanGAS inh = blocks kanamycin growth of S. pyogenes SKKanGAS strain | BacTiter-Glo, 6 h | inhibition, % at 7.5 µM | 1.3% of 300,000 active | AID 1662;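 active = mean replicate score, as percent of positive control median, at least 50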;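 also: strain carries kanamycin resistance gene driven by streptokinase promoter and grows in 40 µg/ml kanamycin; loss of luminescence reflects streptokinase promoter inhibition or plain growth inhibition; 0% = median of DMSO wells and 100% = positive control at its reference dose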
HIF activator = HIF pathway transcriptional activation. 0.32% of 300,000 active. activation, % at 7.5 µM (by protocol). U2OS HRE-luciferase reporter, luminescence; normalized: DMSO 0%, desferrioxamine 100%;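 active = mean activation of at least 10% of the iron chelator positive control signal, with at least half of replicates also reaching 10%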
TRPC6 inhibitor = mouse TRPC6 channel inhibition. Q61143. HEK293-TRPC6, membrane potential dye, ACh-evoked depolarization; stronger effect = lower value. B-score at 10 µM. 1.1% of 310,000 active;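 active = B-score under library mean minus 3 SD, initial fluorescence not abnormally high, positive integrated signal ratio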;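 also: B-score derived from integrated fluorescence ratio over the kinetic read; more negative B-score means stronger inhibition of depolarization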
* hit, by the source's call; i = inactive; · = not tested or not shown.

SMILES | MrgX1 agonist | Platelet DG rel | TRPC6 activator | MrgX1 PAM | TRPC4 inh | MrgX1 antagonist | RGS4 inh | RGS4 pot | SKKanGAS inh | HIF activator | TRPC6 inhibitor
O=C(CCCCCn1c(=S)[nH]c2cc3c(cc2c1=O)OCO3)N1CCN(c2ccccc2)CC1 | i | -4 | i | i | i | i | i | i | -10 | · | i
O=C(/C=C/c1ccccc1Cl)Nc1cccc(S(=O)(=O)NC2=NCCCCC2)c1 | i | -1 | i | i | i | i | i | i | 9 | -13 | i
O=C1CN(C(=O)COC(=O)CNC(=O)c2ccc(Cl)cc2)c2ccccc2N1 | i | -3 | i | i | i | i | i | i | 0 | -0.2 | i
Fc1ccc2nc(Nc3nc4c(F)cccc4s3)sc2c1 | i | -5 | i | i | i | i | i | i | 7 | 1.5 | i
CC(C)c1ccc(CNc2cc(N3CCCC3)ccc2[N+](=O)[O-])cc1 | i | -2 | i | i | i | i | i | i | -3 | -0.1 | i
O=[N+]([O-])/C=C1\CCCCCN1 | i | 1 | i | i | i | i | i | i | 5 | -0.8 | i
Cc1ccc(NC(=O)c2cc(-c3ccc(C)o3)nc3ccccc23)nc1 | i | 10 | i | i | i | i | i | i | 3 | 0.3 | i
CCCCn1c(SCC(=O)c2ccc(OC)c(OC)c2)nc2cc(S(N)(=O)=O)ccc21 | i | 2 | i | i | i | i | i | i | -6 | 3.1 | i
O=Cc1cc(N=Nc2ccccc2Cl)ccc1O | i | -10 | i | i | -7* | i | i | i | 78* | 17* | i
CCCn1c(SC(C)C(=O)N2CCOCC2)nc2ccc(Br)cc2c1=O (centres undefined) | i | -7 | i | i | i | i | i | i | -6 | 0.0 | i
O=C(Nc1ccc(F)cc1F)c1cncc(Br)c1 | i | -1 | i | i | i | i | i | i | 5 | 0.2 | i
CCCc1cc(C(=O)N/N=C/c2ccc(CC)s2)c2ccccc2n1 | i | -1 | i | i | i | i | i | i | 18 | -0.6 | i
CSc1c(SCc2ccccc2)cnn(-c2ccccc2)c1=O | i | 1 | i | i | i | i | i | i | 7 | -0.1 | i
O=C(NCCn1cccn1)C1CCC(=O)N(CC2CCCCC2)C1 (centres undefined) | i | -3 | i | i | i | i | i | i | 1 | -0.7 | i
O=C1CN(C(=O)NCC(=O)N[C@H](C(=O)O)c2ccccc2)c2ccccc2N1 | i | -5 | i | i | i | i | i | i | 14 | 0.5 | i
COc1cc(OC)cc(C(=O)NC2CCN(CC(=O)Nc3cccc4ccccc34)CC2)c1 | i | 9 | i | i | i | i | i | i | 4 | -0.1 | i
CCOC(=O)C1CCN(C(=O)c2ccccc2NC(=O)C2=C(C)OCCS2)CC1 | i | -4 | i | i | i | i | i | i | -1 | 0.3 | i
Cc1cc(=O)n2[nH]c(C)c(-c3ccccc3)c2n1 | i | 21 | i | i | i | i | i | i | -1 | -0.7 | i
COc1ccc(CCNC(=O)c2cc(-c3ccccc3O)n[nH]2)cc1OC | i | -5 | i | i | i | i | i | i | -1 | 0.4 | i
O=C(c1ccc(CS(=O)Cc2cccc(Cl)c2)o1)N1CCN(C2CCCCC2)CC1 (centres undefined) | i | -20 | i | i | i | i | i | i | -4 | -0.1 | i
O=C(c1ccc(F)cc1)N1CCN(C2=NS(=O)(=O)c3ccccc32)CC1 | i | -6 | i | i | i | i | i | i | 1 | -2.4 | i
COc1ccc(N2CCN(C(=O)COC(=O)c3cnccn3)CC2)cc1 | i | 11 | i | i | i | i | i | i | 29 | -0.1 | i
CC(C)c1ccc(NC(=O)Cn2cccc2C2=NC(c3ccccc3)CO2)cc1 (centres undefined) | i | 3 | i | i | i | i | i | i | 19 | 0.3 | i
O=C(N/N=C/c1cccnc1)c1ccc(NC(=O)c2cccc(Cl)c2)cc1 | i | -4 | i | i | i | i | i | i | 2 | 0.7 | i
CC1CCN(CCCNC(=O)CN2CCN(Cc3ccc(Cl)cc3)C2=O)CC1 | i | -1 | i | i | i | i | i | i | 3 | -0.2 | i
O=S(=O)(NCc1ccccc1)c1ccc(-c2cnc(C3CC3)o2)cc1 | i | 9 | i | i | i | i | i | i | -8 | -0.1 | i
O=C(Nc1nnc(-c2ccccn2)o1)c1cccc(Cl)c1 | i | 2 | i | i | i | i | i | i | 83* | -0.2 | i
O=C(COC(=O)/C=C/c1cccc(Br)c1)NCCC1=CCCCC1 | i | 2 | i | i | i | i | i | i | -2 | -0.3 | i
Cc1cnc(C(=O)OCC(=O)NC2CCCCCCC2)cn1 | i | -1 | i | i | i | i | i | i | 0 | -0.2 | i
Nc1c(Cl)cnn(-c2ccccc2)c1=O | i | 8 | i | i | i | i | i | i | -2 | 0.3 | i
Cc1ccc2c(c1)S/C(=C\c1cccc[n+]1C)N2CCO | i | -1 | i | i | i | i | i | i | 1 | 0.2 | i
CCOC(=O)N1CCN(C2=C(NS(=O)(=O)c3ccc(C)cc3)C(=O)c3ccccc3C2=O)CC1 | i | 6 | i | i | i | i | i | i | -10 | -0.6 | i
O=C(c1cc2cc(Br)ccc2s1)N1CCOCC1 | i | -1 | i | i | i | i | i | i | -1 | 0.8 | i
Cc1ccc(OCC(=O)N2CCC(N3CC(C)CC(C)C3)CC2)cc1 (centres undefined) | i | 12 | i | i | i | i | i | i | 6 | 0.6 | i
CCOc1ccc2nc(SCC(=O)NCc3ccco3)sc2c1 | i | -4 | i | i | i | i | i | i | -4 | 0.3 | i
CNC(=S)NNC(=O)c1cccc(C(F)(F)F)c1 | i | -3 | i | i | i | i | i | i | 2 | 0.0 | i
O=C(NCCCn1ccnc1)c1ccc2ccccc2c1 | i | -5 | i | i | i | i | i | i | · | -0.1 | i
O=C(Cn1cnc2c(nnn2-c2ccccc2)c1=O)NCCc1ccccc1 | i | 0 | i | i | i | i | i | i | 4 | -0.1 | i
COc1ccccc1-c1cc(C(=O)N/N=C\c2cnn(C)c2C)c2ccccc2n1 | i | -4 | i | i | i | i | i | i | 11 | -0.3 | i
O=C(c1c(F)cccc1F)N(Cc1ccccn1)C1CCCC1 | i | -3 | i | i | i | i | i | i | -6 | -0.5 | i
CCOC(=O)C1CCN(C(=O)Cn2cc3c(n2)CCC(C)C3)CC1 (centres undefined) | i | 0 | i | i | i | i | i | i | 0 | -0.2 | i
Cc1ccc(N(CC(=O)Nc2c(C)n(C)n(-c3ccccc3)c2=O)S(C)(=O)=O)c(C)c1 | i | 11 | i | i | i | i | i | i | 2 | 0.5 | i
CCOC(=O)c1sc(Nc2nc3cc4c(cc3s2)OCO4)cc1C | i | 5 | i | i | i | i | i | i | -2 | 0.1 | i
CSc1nc(=S)n(Cc2ccccc2)c(C)c1C(C)=O | i | 10 | i | i | i | i | i | i | -3 | 0.4 | i
O=C(Cc1ccccc1)NCC(=O)Nc1cccc(Cl)c1 | i | -7 | i | i | i | i | i | i | -1 | 1.3 | i
CCCn1nnnc1NCc1ccc(Cl)cc1Cl | i | -3 | i | i | i | i | i | i | 7 | -0.4 | i
CC1CC(C)CN(S(=O)(=O)c2ccc3c(c2)C(C)(C)C(=O)N3C)C1 (centres undefined) | i | -3 | i | i | i | i | i | i | 2 | -0.2 | i
Cc1ccc(S(=O)(=O)N2CC(O)CC2C(=O)OCc2nc3sc(C)c(C)c3c(=O)[nH]2)cc1 (centres undefined) | i | 1 | i | i | i | i | i | i | 7 | 0.0 | i
Cc1ccc(OCCC(=O)N2CCN(c3ccc(O)cc3)CC2)cc1 | i | 0 | i | i | i | i | i | i | -2 | 0.7 | i
Cc1ccc(-c2nnc(SCc3nc4ccccc4[nH]3)n2Cc2ccco2)cc1 | i | 5 | i | i | i | i | i | i | 3 | 0.1 | i
Cc1ccccc1C(=O)NC(=S)Nc1ccccc1C(=O)O | i | -5 | i | i | i | i | i | i | -13 | -0.1 | i
O=C(Cn1cnc2c(nnn2Cc2ccc(F)cc2)c1=O)Nc1ccc2c(c1)OCCO2 | i | 6 | i | i | i | i | i | i | -9 | -0.7 | i
Cc1cc(Br)ccc1SCC(=O)OCC(=O)Nc1ccccc1C#N | i | -6 | i | i | i | i | i | i | -9 | 0.5 | i
CC(=O)c1ccc(NC(=S)NCCc2ccccn2)cc1 | i | -9 | i | i | i | i | i | i | -1 | 1.3 | i
O=C(CCc1nc(-c2ccc(Cl)cc2)no1)NC1CCCC1 | i | -4 | i | i | i | i | i | i | -7 | -0.4 | i
CCOc1ccccc1C(=O)NC(C)c1ccc(-n2ccnc2)cc1 (centres undefined) | i | -7 | i | i | i | i | i | i | 1 | -0.1 | i
COc1cc(OC)c(NC(=O)Cn2cccc2)cc1Cl | i | 10 | i | i | i | i | i | i | 4 | 0.3 | i
Cc1ccccc1OCC(O)Cn1c(NCc2ccco2)nc2c1c(=O)[nH]c(=O)n2C (centres undefined) | i | -4 | i | i | i | i | i | i | 3 | -0.2 | i
O=C(CCN1C(=O)C2C3C=CC(C3)C2C1=O)Nc1ccc2ncccc2c1 (centres undefined) | i | -1 | i | i | i | i | i | i | -6 | 0.3 | i
Cc1cc(NC(=O)c2cc(-c3cccs3)nc3ccccc23)no1 | i | 3 | i | i | -6* | i | i | i | -2 | 1.2 | i

Going on with the list.
SMILES | MrgX1 agonist | Platelet DG rel | TRPC6 activator | MrgX1 PAM | TRPC4 inh | MrgX1 antagonist | RGS4 inh | RGS4 pot | SKKanGAS inh | HIF activator | TRPC6 inhibitor
O=C(CSCc1c(Cl)cccc1Cl)Nc1nccs1 | i | 14 | i | i | i | i | i | i | 3 | 0.2 | i
CCC(=O)Nc1cc(C(=O)NCC2CCCN2CC)c(OC)cc1N(C)C (centres undefined) | i | 14 | i | i | i | i | i | i | 5 | -0.3 | i
O=C(CSc1ncnc2nc[nH]c12)c1ccc([N+](=O)[O-])cc1 | i | 12 | i | i | i | i | i | i | -6 | 1.8 | i
O=C(NN=C1CCCCC1)c1ccccc1OCc1ccc(F)cc1 | i | 0 | i | i | i | i | i | i | 5 | -0.1 | i
CC1CN(CCOCCSc2ccccc2)CC(C)O1 (centres undefined) | i | 1 | i | i | i | i | i | i | 5 | -0.2 | i

Single records, as listed above. Screens in order: MrgX1 agonist	Platelet DG rel	TRPC6 activator	MrgX1 PAM	TRPC4 inh	MrgX1 antagonist	RGS4 inh	RGS4 pot	SKKanGAS inh	HIF activator	TRPC6 inhibitor
Shown for O=C(NN=C1CCCCC1)c1ccccc1OCc1ccc(F)cc1 → i	0	i	i	i	i	i	i	5	-0.1	i
Shown for CCC(=O)Nc1cc(C(=O)NCC2CCCN2CC)c(OC)cc1N(C)C (centres undefined) → i	14	i	i	i	i	i	i	5	-0.3	i
